HIF-2a inh: blocks HIF-2a reporter activity | actives 0.72% (n = 360,000) | 786-0 RCC cells HIF-2a reporter, luciferase luminescence, overnight | inhibition, % at 18.8 µM;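 active = inhibition of the luminescence signal of 40% or more relative to plate controls, in a single-dose primary screen at 18.75 µM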
C8 TRAIL sens: caspase-8 TRAIL sensitization | inhibition (viability loss, TRAIL sensitization), % at 10 µM | NB7+C8 cells + TRAIL, ATPlite viability luminescence | actives 1% (n = 360,000);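 active = compounds causing at least 50% loss of cell viability in the single-dose screen, relative to plate controls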
MITF TRPM1 inh: reduces MITF-dependent TRPM1 promoter luciferase signal; SK-MEL-5 TRPM1 promoter luciferase, 24 h; inhibition, % at 12.5 µM; actives 0.83% (n = 330,000); AID 488899;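 active = mean inhibition across replicates of 60% or more, whatever share of single replicates reaches that level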; also: values of inactives mirror those of a sister screen read the other way
iPSC survival up: increases survival of single human iPS cells; hiPSC single-cell survival, ATPlite luminescence; 100% = ROCK inhibitor wells, 0% = DMSO; survival enhancement, % at 20 µM; actives 0.044% (n = 360,000); AID 602274; in the data active = survival enhancement above about 18%;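 also: cells exposed to compounds for 16 hours before the ATP read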
KKLEB tox: reduces viability of KKLEB cystic fibrosis airway cells; KKLEB CF airway cells viability, ATPlite luminescence, overnight; stronger effect = lower value; cells stimulated with P. aeruginosa culture filtrate; activity change (cytotoxicity), % at 5 µM; actives 0.36% (n = 360,000); AID 602141;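 active = corrected activity change at or below -50% at 5 µM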
Peg3 prom inh: inhibitors of Peg3 promoter; inhibition, % at 20 µM; actives 1.7% (n = 360,000); HeLa PEG-Prom luciferase reporter, luminescence, overnight;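 active = inhibition of at least 50% at 20 µM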
NR2E3 ag-1: NR2E3 (human) agonism | GST-NR2E3/biotin-RetCOR TR-FRET, 1536-well | actives 0.12% (n = 320,000) | inhibition of corepressor binding, % at 4.78 µM | Q9Y5X4 | AID 2300;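 active = percent inhibition above the cutoff of mean plus 3 SD of all tested compounds, set per screening campaign, cut at about 20% in these data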;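 also: 0% = DMSO wells and 100% = biotin wells as full block of FRET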
Target sequence (Q9Y5X4 whole entry, looked up): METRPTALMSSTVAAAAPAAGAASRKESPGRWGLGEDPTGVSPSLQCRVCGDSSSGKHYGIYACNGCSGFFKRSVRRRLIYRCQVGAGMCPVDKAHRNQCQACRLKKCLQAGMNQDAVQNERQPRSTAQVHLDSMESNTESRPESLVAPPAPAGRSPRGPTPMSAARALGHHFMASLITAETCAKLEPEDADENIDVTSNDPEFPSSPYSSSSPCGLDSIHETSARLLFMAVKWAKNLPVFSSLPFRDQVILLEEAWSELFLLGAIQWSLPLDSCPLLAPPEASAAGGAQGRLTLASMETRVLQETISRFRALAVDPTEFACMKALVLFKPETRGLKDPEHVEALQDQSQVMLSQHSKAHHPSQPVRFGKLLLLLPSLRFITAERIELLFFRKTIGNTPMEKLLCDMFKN
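System: GST-NR2E3 and biotin-RetCOR proteins; probe or stimulus: 7 nM biotin-RetCOR; doses: compound at 4.8 µM, single dose; schedule: Compound–protein incubation for 5 h at 4 °C; detection: time-resolved FRET; read-out: percent inhibition; controls: biotin wells as high control, 0.6% DMSO wells as low control; format: 1536-well plates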
Shn3 inh set2: reduces Shn3 3'UTR luciferase signal in osteoblasts. Clone20 osteoblast Shn3 3'UTR firefly luciferase, 24 h. inhibition, % at 12.5 µM. actives 0.52% (n = 360,000). AID 588674;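 active = mean inhibition of at least 75% with every replicate also reaching 75%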;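 also: 0% = median of neutral control wells and 100% = pilot-screen positive control compound; some compounds past the cut are filed as inactive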
EBV LMP1 NFkB: reduces LMP1-driven NF-kappaB luciferase signal. LMP1-induced NF-kappaB luciferase reporter cells, luminescence. inhibition, % at 12.5 µM. actives 0.69% (n = 350,000). AID 504558; in the data active = inhibition above about 41%;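 also: 0% = neutral control wells and 100% = reference inhibitor control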
CF NFkB block: inhibitors of cystic fibrosis induced NF-kB; KKLEB NF-kB-GFP reporter, PAF-induced, GFP fluorescence overnight; inhibition, % at 5 µM; actives 0.86% (n = 360,000); AID 588850;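 active = at least 50% inhibition at 5 µM, scaled per plate between neutral and stimulator controls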;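 also: PAF is a Pseudomonas aeruginosa culture filtrate used as stimulus; plate controls were PAF-stimulated DMSO wells for no effect and unstimulated DMSO wells for full effect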
NR2E3 ag-2: human photoreceptor-specific nuclear receptor agonism. CHO-S Gal4-NCOR/VP16-NR2E3 two-hybrid, luciferase. inhibition of corepressor binding, % at 3.98 µM. actives 0.35% (n = 360,000). AID 602229;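 active = inhibition above the mean of all tested compounds plus 3 SD, cut at about 70% in these data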;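 also: 0% = DMSO with NR2E3 transfected cells and 100% = cells lacking NR2E3 construct; higher means lower luciferase signal from less NR2E3 corepressor binding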
* marks the source's active call; other numbers are inactive results; x = no result given.

SMILES | HIF-2a inh | C8 TRAIL sens | MITF TRPM1 inh | iPSC survival up | KKLEB tox | Peg3 prom inh | NR2E3 ag-1 | Shn3 inh set2 | EBV LMP1 NFkB | CF NFkB block | NR2E3 ag-2
O=C(NCc1ccco1)c1cccc2ccccc12 | -1 | -3 | -1 | 4.6 | -1 | 6 | -2 | 1 | 3 | -5 | -15
COc1ccccc1N1CCN(CCCCN2C(=O)c3ccccc3C2=O)CC1 | -15 | -8 | 1 | -0.7 | -10 | -5 | 3 | -25 | 4 | 9 | -29
Cc1nc(SCC(=O)c2ccc(F)c(F)c2)[nH]c(=O)c1Oc1ccc(Cl)cc1 | 21 | -4 | 8 | 0.3 | 0 | 18 | -1 | -1 | 1 | -3 | 11
O=C(Nc1ccccc1[N+](=O)[O-])OCC=Cc1ccccc1 | -142 | -1 | x | -0.9 | -18 | -55 | x | -6 | -6 | -1 | -5
COc1ccc(C(O)c2nc(-c3cccc(CO)c3)cs2)cc1 (stereo not given) | -39 | 2 | x | 10 | -8 | -19 | x | 17 | x | -22 | -9
O=C(COC(=O)C1CCCCC1)Nc1cccc(Br)c1 | -5 | 3 | 9 | 1.3 | 1 | 9 | -3 | 0 | -6 | -8 | -32
O=C(Nc1ccc(OCc2ccccc2)cc1)c1ccccc1 | -119 | -4 | -55 | 0.7 | -20 | -78 | 2 | -37 | -30 | 1 | -41
COc1ccc(-c2nc3nc(N)nn3cc2C)cc1F | 11 | -1 | 7 | -0.7 | 5 | 12 | 4 | -6 | 2 | -15 | 3
Cc1cc(NC(=S)Nc2ccccc2)ccc1Br | -31 | 0 | -7 | -1.1 | 2 | -3 | 3 | -13 | -2 | -14 | -5
COc1ccc(CCc2nnc(N)s2)cc1OC | 8 | 2 | -4 | -0.9 | -2 | 5 | 1 | 5 | 5 | 12 | -11
CCOC(=O)/C(C#N)=C1\C(=O)N(Cc2ccccc2)c2ccccc21 | 13 | 16 | 12 | -0.8 | 7 | 18 | -3 | 7 | 3 | 2 | 10
CC(=O)Nc1ccc2c3c(cccc13)CC2 | 2 | -9 | -7 | -0.2 | -6 | -13 | 4 | 0 | -2 | -4 | -17
Cc1cc(C(=O)NCc2ccc(S(N)(=O)=O)cc2)c(C)o1 | -8 | -4 | 5 | 0.7 | -8 | -2 | 2 | -5 | 1 | 3 | -5
O=S(=O)(Nc1cc(S(=O)(=O)N2CCOCC2)ccc1NCC1CCCO1)c1ccccc1 (stereo not given) | 5 | 2 | 4 | 1.7 | 7 | -17 | 3 | 7 | -4 | 6 | -26
Cc1cccc(NC(=S)NCc2ccc3c(c2)cc(C)n3C)c1C | -2 | -15 | x | -3.8 | 10 | -23 | 0 | 9 | -7 | -28 | 14
CCC(C)(C)NC(=O)C(c1ccc(F)cc1)N(Cc1ccccc1)C(=O)c1cnccn1 (stereo not given) | 4 | 12 | 7 | -0.3 | -18 | -4 | 0 | -13 | -3 | 9 | -17
CCCN1CNc2c(c(=O)[nH]c(=S)n2-c2ccccc2Cl)C1 | 13 | -10 | -2 | -0.5 | 3 | 1 | -1 | -25 | -10 | 13 | -4
Cc1cccc(OCCCC(=O)Nc2ccc(N3CCCCC3)cc2)c1 | 7 | -1 | -5 | -1.2 | 5 | -8 | 2 | 4 | 9 | 8 | -11
Cc1ccc(NC(=O)COC(=O)CCNS(=O)(=O)c2ccc(C)c(C)c2)cc1 | 16 | -2 | -3 | -1.5 | 8 | 5 | 3 | -35 | 7 | -7 | -12
O=C(NNC(=S)Nc1ccc(Cl)cc1Cl)c1ccc(N2CCOCC2)c([N+](=O)[O-])c1 | -10 | -4 | -9 | -0.6 | -8 | 19 | -3 | -14 | 1 | 16 | -17
CC(C)Nc1nc(NCCN2CCNC2=O)c2sccc2n1 | -2 | -1 | x | -0.1 | -10 | 12 | x | -46 | x | 0 | -17
COc1ccc(CC(=O)Nc2cc(NC(=O)Cc3ccc(OC)c(OC)c3)cc(C(=O)O)c2)cc1OC | 8 | -13 | 10 | 3.6 | 12 | -11 | 0 | 3 | -1 | 8 | 1
N#CCSc1nnc(-c2ccccc2O)n1Cc1ccccc1 | 0 | -1 | 7 | -0.8 | -13 | 23 | -2 | -5 | -11 | 19 | -16
Cc1cccn2cc(-c3cccc(NC(=O)c4cccs4)c3)nc12 | -218 | 12 | -62 | 1.0 | 1 | -117 | -1 | -32 | -8 | -33 | -110
CS(=O)(=O)N1CCN(C(=S)NCc2ccc(Cl)cc2)CC1 | 16 | -33 | 0 | -0.7 | 2 | -2 | 0 | -6 | -7 | 9 | 3
(listing goes on)
SMILES | HIF-2a inh | C8 TRAIL sens | MITF TRPM1 inh | iPSC survival up | KKLEB tox | Peg3 prom inh | NR2E3 ag-1 | Shn3 inh set2 | EBV LMP1 NFkB | CF NFkB block | NR2E3 ag-2
N#Cc1c(NC(=O)c2cc(-n3cnnc3)ccc2Cl)sc2c1CCCC2 | -4 | -9 | 11 | 3.7 | -13 | -22 | 0 | 18 | -6 | -2 | 6
Cn1c(SCc2ccc(Br)cc2)nnc1-c1cccs1 | -114 | 14 | -18 | -0.7 | 7 | -44 | -4 | -10 | -7 | 4 | -18
O=C1N[C@H](Cc2ccccc2)COC(=O)[C@H](Cc2ccc(F)cc2)C/C=C\C[C@H]1CC(=O)N(CCO)Cc1ccccc1 | 11 | -7 | 15 | -0.6 | 12 | 11 | x | 23 | -6 | -1 | 62
N/C(=N\OC(=O)Cc1ccccc1)c1cccnc1 | -61 | 5 | -13 | -0.8 | -12 | -35 | -2 | 7 | -5 | -6 | -30
CCC(=O)N(CC(=O)Nc1sc(C)c(C)c1C(N)=O)C1CCCC1 | 5 | 4 | 1 | -3.3 | -6 | 8 | 1 | 7 | -1 | -1 | 2
COc1ccccc1CNC(=O)c1cc(-c2ccc(F)cc2OC)n[nH]1 | -10 | -10 | x | -1.5 | 5 | -2 | x | 0 | x | -25 | 12
CCOc1ccc(S(=O)(=O)NCCC(=O)NCC(c2ccccc2OC)N2CCCC2)cc1 (stereo not given) | 1 | -15 | 3 | -0.2 | -2 | 7 | x | -7 | -5 | 24 | -7
COc1c2c(c(OC)c3ccccc13)[C@@]1(OC2)O[C@H](CCO)C[C@H](O)[C@H]1O | 3 | 0 | x | -0.3 | 23 | 1 | x | -12 | -5 | -10 | -10
O=C(CSc1ccccn1)N/N=C/c1c[nH]c2ccccc12 | -19 | 0 | -3 | -0.9 | 2 | -11 | 1 | -12 | -7 | -1 | -17
CCOc1ccc(C(=O)NCC(=O)N2CCc3ccccc3C2)cc1OCC | 7 | -2 | 5 | -1.9 | -6 | 4 | 2 | 21 | 0 | -5 | -12
CC(CO)NS(=O)(=O)c1cccc(Cl)c1F (stereo not given) | 11 | -2 | x | 4.1 | 9 | -3 | x | -32 | 2 | -8 | -16
COc1ccc(C(=O)Nn2cc3c(c2-c2ccccc2)c(=O)n(C)c(=O)n3C)cc1 | -3 | -24 | -6 | 1.3 | 7 | -101 | -1 | 5 | 2 | 2 | 6
Cc1cccc(/C(N)=N/OC(=O)CCc2ccccc2)c1 | -184 | -7 | -60 | 0.2 | 8 | -152 | 1 | -5 | 4 | -2 | -61
Cc1ccc(C(CC(=O)N2CCCC2)c2ccccc2)c(O)c1 (stereo not given) | 6 | -13 | 6 | -0.7 | -9 | 2 | x | 8 | -1 | 4 | -7
CCCC[C@@H]1CNC(=S)N1CCc1cccc(F)c1 | -4 | -2 | 2 | -0.9 | -16 | -1 | 5 | -13 | 3 | 12 | 5
Cc1ccc(Cl)cc1N1CCN(C(=O)Cn2ncn3cccc3c2=O)CC1 | 7 | 2 | 1 | -0.1 | -2 | 10 | -3 | 11 | 9 | -4 | 10
COc1ccc(-c2ccc(-c3cc(=O)oc4cc(OC)c(OC)c(OC)c34)cc2)cc1 | -22 | 10 | -28 | -0.4 | 3 | -21 | x | 8 | -3 | 8 | -11
Cc1cc(NC(=O)c2ccc([N+](=O)[O-])cc2Cl)no1 | -131 | 4 | -26 | -0.3 | -6 | -167 | -3 | -61 | -10 | -3 | -77
CCCCn1c(N)c(C(=S)NC(=O)CC(C)(C)C)c(=O)n(C)c1=O | 15 | 5 | 12 | 0.6 | 14 | -1 | 2 | -22 | -13 | -16 | 24
COc1ccc(C(=O)O)cc1S(=O)(=O)Nc1cc(C(F)(F)F)ccc1N1CCCCC1 | -10 | -6 | x | 1.2 | -6 | 5 | x | 6 | 2 | -41 | -6
CC1Cc2ccccc2N1C(=O)Cn1cc([N+](=O)[O-])ccc1=O (stereo not given) | 4 | -11 | 4 | 2.0 | -18 | 4 | x | -8 | 2 | 1 | -7
Cc1ccc(-n2cccn2)cc1 | 11 | 0 | 4 | 0.4 | 1 | 4 | -3 | 21 | 3 | 4 | -9

Compound profiles, from the list above. Order of screens: HIF-2a inh | C8 TRAIL sens | MITF TRPM1 inh | iPSC survival up | KKLEB tox | Peg3 prom inh | NR2E3 ag-1 | Shn3 inh set2 | EBV LMP1 NFkB | CF NFkB block | NR2E3 ag-2
CCOc1ccc(C(=O)NCC(=O)N2CCc3ccccc3C2)cc1OCC in the list: 7 | -2 | 5 | -1.9 | -6 | 4 | 2 | 21 | 0 | -5 | -12
COc1ccccc1CNC(=O)c1cc(-c2ccc(F)cc2OC)n[nH]1 in the list: -10 | -10 | x | -1.5 | 5 | -2 | x | 0 | x | -25 | 12

Look-ups from the entries so far:
For EBV LMP1 NFkB, `Cn1c(SCc2ccc(Br)cc2)nnc1-c1cccs1` reads -7
For EBV LMP1 NFkB, `N#CCSc1nnc(-c2ccccc2O)n1Cc1ccccc1` reads -11
For KKLEB tox, `COc1ccc(C(=O)O)cc1S(=O)(=O)Nc1cc(C(F)(F)F)ccc1N1CCCCC1` reads -6
For CF NFkB block, `Cc1cc(C(=O)NCc2ccc(S(N)(=O)=O)cc2)c(C)o1` reads 3
For Shn3 inh set2, `CCCC[C@@H]1CNC(=S)N1CCc1cccc(F)c1` reads -13
For EBV LMP1 NFkB, `Cc1cccn2cc(-c3cccc(NC(=O)c4cccs4)c3)nc12` reads -8

Screening data deposited in PubChem BioAssay by several laboratories.

Only part of the results is shown (hit frequency here may not be typical).
